RGS4 inhibitor – Inhibitors of Regulator of G Protein Signaling (RGS) 4: qHTS. 0.039% of 390,000 active. Potency, µM (titrated, usually from 114 µM), for the others: at the top dose activity change, negative = inhibition, usual class: inhibitors. Transcreener GDP fluorescence polarization, RGS4-accelerated GTP hydrolysis; further: potency means the concentration at half of the fitted maximal effect; on the % scale 0 is the no-effect control and ±100 the full control effect; nearly all actives have a fitted effect of over 75% in size; some results filed as inactive show a strong effect at the top dose
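MLSMR compounds (23 nl, pin-transferred) preincubated 10 min at room temperature with a 500nM (2x) first reagent, then RGS4 at 900nM (2x) plus Transcreener GDP mix added; fluorescence polarization (620/688 nm) read before and after 90 min at 30 °C.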
JMJD2A Tudor inh – qHTS Assay for Inhibitors of JMJD2A-Tudor Domain | Lysine-specific demethylase 4A (Homo sapiens), O75164 | AlphaScreen JMJD2A-Tudor / H3K4me3 peptide binding | Potency, µM (series often up to 114 µM), for inactives: top-dose activity change, negative = inhibition, usual class: inhibitors | 4.4% of 390,000 active | AID 504339, 2011; further: potency means the concentration at half of the fitted maximal effect; on the % scale 0 is the no-effect control and ±100 the full control effect; nearly all actives have a fitted effect of over 50% in size
ALOX12 inh – Primary qHTS assay for inhibitors of human arachidonate 12S-lipoxygenase (ALOX12): Round 2; Polyunsaturated fatty acid lipoxygenase ALOX12 (Homo sapiens), P18054; purified 12hLO, xylenol orange hydroperoxide absorbance; Potency, µM (titrated, usually from 108 µM), for inactives: at the highest dose activity change, negative = inhibition, hits mostly inhibitors; 1.1% of 580,000 active; AID 1671190, 2021; further: potency means the concentration at half of the fitted maximal effect; on the % scale 0 is the no-effect control and ±100 the full control effect
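Hydroperoxide product was detected by ferrous iron/xylenol orange as the 573 to 405 nm absorbance ratio. Arachidonic acid at 40 uM (final) was turned over for 30 min at room temperature by 150 nM human 12hLO, pH 7.0 Hepes buffer, after 15 min compound preincubation.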
PI4K2A inh – qHTS for small molecular inhibitors of PI4K2A. Phosphatidylinositol 4-kinase type 2-alpha (Homo sapiens), Q9BTU6. purified PI4K2A, ADP-Glo luminescence, 1 h; hits give low values. activity change, negative = inhibition, % at 76.9 µM. 0.13% of 420,000 active; in the data active means activity change below about -50%; inconclusive means mostly about -30% to -49%;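 further: -100% = wells without enzyme as full effect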
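PI4K2A activity was measured by ADP-Glo luminescence: enzyme (4 ug/mL stock) and phosphatidylinositol (1.2 mM stock) in Tris pH 7.5/MgCl2/EGTA/Triton X-100 buffer were reacted with ATP (300 microM stock) for one hour at ambient temperature.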
ERG-DNA inh – qHTS for Small Molecule Inhibitors of the ERG Ets/DNA interaction; Transcriptional regulator ERG (Homo sapiens), P11308; fluorescence polarization, His-ERG Ets domain / labelled DNA; Potency, µM (top dose mostly 76.9 µM), for inactives: top-dose FP activity, negative = inhibition, actives largely listed as inhibitors; 0.028% of 370,000 active; AID 624246, 2012; active means well fitted inhibition curve with a large enough effect in the polarisation, with a control signal flat; inconclusive means small, poorly fitted or top-dose-only effect, or effect the other way, or a change in a side signal; inactive means no such curve, though single readings can be large or run the other way; the % refers to the polarisation;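 further: polarization taken with two DNA probes labelled with fluorescein and Texas red; potency means the concentration at half of the fitted maximal effect; % of control where 0% means no effect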
Target sequence (P11308 whole entry, looked up, the tested form may be a part): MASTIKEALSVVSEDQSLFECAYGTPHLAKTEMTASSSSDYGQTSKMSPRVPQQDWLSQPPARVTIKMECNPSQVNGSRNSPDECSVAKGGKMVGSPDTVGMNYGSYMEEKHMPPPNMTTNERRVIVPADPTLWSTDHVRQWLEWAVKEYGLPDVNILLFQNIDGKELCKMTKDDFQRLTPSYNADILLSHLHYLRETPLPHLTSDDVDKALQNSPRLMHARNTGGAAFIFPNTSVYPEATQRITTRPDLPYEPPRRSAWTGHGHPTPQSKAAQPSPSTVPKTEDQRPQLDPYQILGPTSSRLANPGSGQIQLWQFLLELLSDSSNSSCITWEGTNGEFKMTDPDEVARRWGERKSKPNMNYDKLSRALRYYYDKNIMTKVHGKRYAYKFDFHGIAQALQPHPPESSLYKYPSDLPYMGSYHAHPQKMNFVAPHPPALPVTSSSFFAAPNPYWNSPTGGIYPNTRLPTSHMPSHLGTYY
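His-tagged ERG Ets domain (1 uM in the protein solution; 300mM KCl, 50mM Tris-HCl, 1mM EDTA, 1mM DTT, pH 7.5) received compound, then a probe mix of 5 nM fluorescein-DNA and 100nM Texas-615-DNA. Fluorescence polarization was read for both dyes.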
G9a inh – qHTS Assay for Inhibitors of Histone Lysine Methyltransferase G9a; Histone-lysine N-methyltransferase EHMT2 (Homo sapiens), Q96KQ7; G9a H3K9 monomethylation, AlphaScreen, 2 h; Potency, µM (highest dose often 102 µM), without a hit: at the highest dose activity, negative = inhibition, usual class: inhibitors; 8.8% of 350,000 active; further: potency means the concentration at half of the fitted maximal effect; on the % scale 0 is the no-effect control and ±100 the full control effect; nearly all actives have a fitted effect of over 75% in size
Target sequence (Q96KQ7 913-1193 limits assumed): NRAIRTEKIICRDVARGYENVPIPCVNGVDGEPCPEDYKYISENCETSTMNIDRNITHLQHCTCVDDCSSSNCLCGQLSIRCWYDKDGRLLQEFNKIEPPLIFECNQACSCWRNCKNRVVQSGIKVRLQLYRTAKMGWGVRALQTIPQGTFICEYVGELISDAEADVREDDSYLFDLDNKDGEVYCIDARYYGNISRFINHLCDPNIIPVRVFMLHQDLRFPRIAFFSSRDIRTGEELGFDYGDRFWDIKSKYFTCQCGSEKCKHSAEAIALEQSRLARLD
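Compounds were preincubated with 20 nM G9a for 15 min, after which biotinylated H3K9 peptide (500 nM) and SAM (20 uM) started a 2 h room-temperature reaction. Monomethylated product was quantified by antibody-based AlphaScreen chemiluminescence.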
BAZ2B inh – qHTS Assay for Inhibitors of BAZ2B; AlphaScreen BAZ2B-H3K14Ac peptide displacement; AID 504333, 2011; Bromodomain adjacent to zinc finger domain protein 2B (Homo sapiens), Q9UIF8; 4.4% of 360,000 active; Potency, µM (doses to about 114 µM), inactives show at the highest dose activity change, negative = inhibition, actives largely listed as inhibitors; further: potency means the concentration at half of the fitted maximal effect; on the % scale 0 is the no-effect control and ±100 the full control effect; nearly all actives have a fitted effect of over 60% in size
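Protein-peptide AlphaScreen: BAZ2B 50 nM, b-H3K14Ac 50 nM, 1x PBS pH 7.4 + 0.01% Tween-20. Preincubation 30 min RT; cpd 30 min RT (top 110 uM); beads 20 min RT, light-protected.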
HP1b chromo inh – HTS for Inhibitors of HP1-beta Chromodomain Interactions with Methylated Histone Tails | Chromobox protein homolog 1 (Homo sapiens), P83916 | AlphaScreen HP1-beta / biotin-H3K9me3 peptide binding | Potency, µM (titrated, usually from 114 µM), for inactives: at the top dose activity change, negative = inhibition, actives largely listed as inhibitors | 0.56% of 390,000 active | AID 540317, 2011; further: potency means the concentration at half of the fitted maximal effect; nearly all actives have a fitted effect of over 70% in size; inactives centre near 23
Target sequence (P83916 whole entry, looked up): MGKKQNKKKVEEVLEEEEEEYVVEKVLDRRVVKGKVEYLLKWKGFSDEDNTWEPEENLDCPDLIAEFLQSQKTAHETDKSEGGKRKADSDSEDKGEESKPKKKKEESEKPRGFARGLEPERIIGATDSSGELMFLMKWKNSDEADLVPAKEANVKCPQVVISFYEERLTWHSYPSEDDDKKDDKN
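HP1-beta protein (50 nM final) preincubated 30 min at room temperature with biotinylated H3(1-18)K9me3 peptide (50 nM) in PBS pH 7.4, 0.01% Tween-20, then compound added for 30 min. AlphaScreen streptavidin donor/nickel chelate acceptor beads (10 ug/mL final), 30 min dark, luminescence read.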
GLS inhibitor – qHTS for Inhibitors of Glutaminase (GLS); 0.21% of 410,000 active; Glutaminase kidney isoform, mitochondrial (Homo sapiens), O94925; GLS enzymatic activity, qHTS titration; Potency, µM (doses to about 45.5 µM), for inactives: at the highest dose activity change, negative = inhibition, hits mostly inhibitors; further: potency means the concentration at half of the fitted maximal effect; on the % scale 0 is the no-effect control and ±100 the full control effect
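Two-point fluorescence kinetic (t0, 30 min RT) for hKGA; glutamate detected via glutamate oxidase–HRP–Amplex Red. Substrate: 1 mM L-glutamine solution; buffer 45 mM KH2PO4, pH 8.2.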
An asterisk follows results filed as active; ? = inconclusive; . = no result given; & = joins results of further samples; [ ] = remark or other dose. Unless noted, the call rests on the fitted dose curve; in most records, active means well fitted curve in the direction sought with a large enough effect; inconclusive means small, poorly fitted or top-dose-only effect, or another doubt; inactive means no such curve, though single readings can be large; an effect the other way counts as inactive or inconclusive.

| mol | GLS inhibitor | PI4K2A inh | RGS4 inhibitor | ERG-DNA inh | HP1b chromo inh | JMJD2A Tudor inh | BAZ2B inh | ALOX12 inh | G9a inh |
| --- | --- | --- | --- | --- | --- | --- | --- | --- | --- |
| O=C(Cn1cnc(Cl)c1Cl)c1ccc(F)cc1 | 6% | -1 | 11% | 11% | 19% | -15% | ? | ? | -15% |
| O=C(O)[C@@H]1CCCN1S(=O)(=O)c1cccc2cccnc12 | 22% | -4 | 21% | -3% | 29% | -15% | 6% | -39% | -2%[2.33 µM] |
| COc1ccccc1C(=O)NC(CCSC)C(=O)NNC(=O)c1ccccc1O (stereo unspecified) | 16% | -1 | -10% | -8% | 25% | -17% | 5% | ? | 81%[activator][12.7 µM] |
| COc1ccc2c(c1)C(C)=CC(C)(C)N2S(=O)(=O)c1ccc(NC(C)=O)cc1 | -18% | 3 | 6%[56.9 µM] | 5% | 29% | -29% | -31% | -3% | 9%[59 µM] |
| COc1ccc(NC(=O)CCCNC(=O)Cn2cnc3sc(C)c(C)c3c2=O)cc1OC | -7% | 2 | -4% | 1% | 42%[activator] | 2% | -21% | -9% | -2% |
| COCCNC(=O)C(c1ccc(O)cc1)N(Cc1ccco1)C(=O)CCC(=O)Nc1ccccn1 (stereo unspecified) | 14% | -2 | 9% | -2% | 30% | -5% | -3% | -7% | -1% |
| CCOc1ccc(NS(=O)(=O)c2ccc3c(c2)N(C(C)=O)CC3)cc1 | -10% | 2 | 19% | 0% | 14% | -5% | -14% | 9% | . |
| CC(=O)N/C(=C/c1ccc([N+](=O)[O-])cc1)C(=O)O | 15% | -3 | 11% | -1% | 31% | -8% | -9% | -5% | -5% |
| COc1ccc(CN2C(=O)Cc3c2nc(N)c2c(N)nc(N4CCOCC4)c(C#N)c32)cc1 | 4% | ? | ? | 3% | 14% | -6% | -27% | ? | -30%[12.7 µM] |
| CC(=O)Nc1ccc(S(=O)(=O)NCc2cccnc2)cc1 | 3% | 1 | 0% | 1% | 24% | 9% | 4% | -11% | 12%[59 µM] |
| O=C(COc1ccc([N+](=O)[O-])cc1)NNC(=O)c1cccs1 | 20% | -3 | -5% | 7% | 22% | -13% | -18% | -10% | 12% |
| CC/C(=C\c1ccc(Cl)cc1)c1ccncc1 | 8% | 7 | 13% | -2% | 55%[activator] | 17% | . | ? | . |
| Cc1ccc(NC(=O)NCc2cccnc2)cc1C | 11% | -1 | 8% | -5% | 28% | -12% | -2% | 10% | 8% |
| CC(C)(C)C1CCc2c(sc(NC(=O)c3cccs3)c2C(N)=O)C1 (stereo unspecified) | 5% | -19 | -6% | 7% | 9% | -10% | 27% | -2% | -4%[59 µM] |
| Cn1cccc/c1=N\c1cccc[n+]1C | -4% | 1 | -34% | 4% | 22% | ? | -12% | ? | -10%[12.7 µM] |
| CCC(=O)N1CC2(c3ccccc3)CN(C(=O)CC)CC(c3ccccc3)(C1)C2=O | -12% | -2 | -20%[11.4 µM] | -5% | 62%[activator] | -5%[11.4 µM] | -17% | -3% | -7% |
| CC(=O)NCCN1C(=O)C2C3c4ccccc4C(c4ccccc43)C2C1=O (stereo unspecified) | -3% | 1 | -18% | 1% | 35% | -10% | 6% | 0% | 10% |
| CCOC(=O)NC1(C(F)(F)F)C(=O)NC(C)=C1C(=O)OC (stereo unspecified) | 15% | 0 | 13% | . | 31% | -13% | 10% | -6% | 12% |
| Cc1ncc(CO)c2c1OC(C)(C)OC2 | 4% | -1 | 14% | . | 20% | -13% | 10% | -23% | -2% |
| CN(NC(=O)NN)c1ncc(C(F)(F)F)cc1Cl | . | 5 | 32% | -8% | 41%[activator] | 28% | -2% | 3% | 28% |
| OCC1(Cc2ccccc2F)CCCN(Cc2c(F)ccc(F)c2F)C1 (stereo unspecified) | 1% | -2 | -10% | -9% | 28% | -11% | 1% | ? | 19%[0.501 µM] |
| O=C(O)C(c1ccccc1)C1CCCCC1O (stereo unspecified) | -7% | 1 | -11% | 2% | 19%[57 µM] | -1% | . | 15% | . |
| Cc1c(C(=O)c2ccccc2C(=O)O)sc2ccccc12 | -14% | 1 | -5% | 3% | 22%[57 µM] | -1% | 3% | -5% | -15% |
| O=C(COc1ccc2c(C(F)(F)F)cc(=O)oc2c1)NCc1cccs1 | 0% | 2 | -15% | -10% | 12% | -23% | 5% | -18%&11% | 14%[59 µM] |
| Nc1[nH]n2c(=O)cc(-c3ccccc3)nc2c1N=Nc1ccccc1 | 8% | -4 | -6% | -5% | -11% | -32% | 10%[57.1 µM] | ? | ? |
| CCC(=O)N(CCc1ccc(OC)c(OC)c1)Cc1cc2ccc(C)cc2n2nnnc12 | -6% | -4 | -24% | -2% | 43%[activator] | 4% | -11% | 8% | . |
| COc1cc2c(cc1OC)C1(NCC2)C(=O)Nc2ccccc21 (stereo unspecified) | 2% | -1 | 34% | 9% | 9% | -8% | -1% | -15% | -4%[59 µM] |
| C=CCOc1cccc(C(=O)NC(c2ccccc2)C(C)C)c1 (stereo unspecified) | -6% | -1 | 7% | 5% | 44%[activator] | -1% | -12% | -7% | -7% |
| CCn1c(SC)nnc1C1CCN(S(=O)(=O)c2ccc(OC)cc2)CC1 | 3% | -4 | -15%[56.9 µM] | 2% | 19% | -20%[57.1 µM] | -3% | 0% | 73%[activator][59 µM] |
| CC(=O)c1ccc(N2CCN(C(=O)CCCn3c(=S)[nH]c4cc5c(cc4c3=O)OCO5)CC2)cc1 | -17% | -10 | -19% | 6% | 2% | -18% | -9% | 0% | 9% |
| Cn1c(SCC(=O)Nc2cccc(S(=O)(=O)NC3=NCCCCC3)c2)nnc1-c1ccccc1 | 1% | -1 | 18% | -12% | 32% | -6% | -4% | -4% | -2% |
| CC(NC(=S)Nc1ccccc1)C(c1cccs1)N1CCOCC1 (stereo unspecified) | 2% | 16 | 6% | 11% | 22% | -13% | -28% | 11% | -9% |
| CNC(=O)NC(=O)COC(=O)CCCOc1ccc(OC)cc1 | -16% | 0 | -8% | 4% | 1% | -11% | 3% | 31%[activator] | -1% |
| CCN(c1ccccc1)S(=O)(=O)c1ccc(N)c(OC)c1 | -6% | 2 | -16% | 12% | 16% | -10% | 23% | ? | ? |
| Cc1ccc(Cl)cc1N1CCN(C(=O)c2cc(S(=O)(=O)N3CCC(C)CC3)cn2C)CC1 | -3% | 5 | -2% | 0% | 8%[57 µM] | -24% | -27% | -9% | -33%[59 µM] |
| COc1ccc(N2C(=O)CC(Sc3nc(C)c4c(n3)CCCC4)C2=O)cc1 (stereo unspecified) | 5% | -3 | -37% | 3% | 34% | -13% | 8% | -11% | -45% |
| COc1cc(S(=O)(=O)N(C)C2CCCCC2)c(C)cc1C | -3% | 1 | -7% | 7% | 153%[activator] | 115%[activator] | 27% | -2% | 333%[activator] |
| COc1ccc(CN(C)C(=O)C2CCN(C(=O)Nc3ccccc3)CC2)cc1OC | 2% | 3 | 6% | 3% | 29% | -23% | -4% | -8% | 0%[59 µM] |
| Cc1cc(NC(=O)COC(=O)C2CC(=O)N(c3ccc(Cl)cc3)C2)no1 (stereo unspecified) | 16% | -7 | 13% | 5% | 11% | -12% | -20% | -12% | -12% |
| N/C(=N\OC(=O)c1cc(-c2ccccc2)nc2ccccc12)c1ccc(Cl)cc1 | -1% | -3 | 23% | -3% | 20% | -15% | 10% | -17% | . |
| COc1cc(C(=O)N2CCN(C(=O)C(Cc3cc(C)ccc3C)NC(C)=O)CC2)cc(OC)c1OC (stereo unspecified) | -12% | 10 | 10% | -1% | 20% | -17% | -3% | 18% | 14%[59 µM] |
| O=C(CSc1nnc(NC(=O)C2CC2)s1)NCc1ccco1 | -2% | 1 | -42% | 10% | 22% | -12% | -5% | -28% | ? |
| CCn1c(SCC(=O)c2cc(OC)ccc2OC)nnc1-c1ccncc1 | 20% | 0 | -4% | . | -3% | -13% | . | -17% | . |
| COc1cccc(CCNC(=O)CC2C(=O)NCCN2CC(C)(C)C)c1 (stereo unspecified) | 9% | 1 | 1% | 9% | 31% | -13% | 2% | -1% | ? |
| CCOc1ccc(S(=O)(=O)N2CCN(Cc3ccc4c(c3)OCO4)CC2)cc1Cl | -3% | 0 | -26% | 24% | 10% | -24% | -7% | -19% | 26% |

Not all compounds are listed (hit frequency here may not be typical).
